SUMO1-SIM PPI = modulators of human SUMO1-mediated protein-protein interactions; inhibition, % at 20 µM; P63165; AID 602429; hit rate 0.33% among 360,000; SUMO1 binding to a labelled peptide, TR-FRET, 1 h; in the data active = inhibition above about 37%
Neddylation inh = cullin neddylation inhibition. hit rate 0.58% among 360,000. TR-FRET cullin neddylation, biochemical. P61081+Q13564. calls only at 25 µM; in the data active = inhibition above about 36%
NadD inh = inhibitors of Staphylococcus aureus NadD | purified NadD enzyme, colorimetric absorbance read-out | inhibition, % at 20 µM | hit rate 0.78% among 360,000 | AID 602399; in the data active = inhibition above about 26%; also: some compounds past the cut are filed as inactive
LMPTP block = blocks human LMPTP phosphatase. recombinant LMPTP-A, OMFP fluorogenic substrate, fluorescence intensity. P24666. inhibition, % at 20 µM. hit rate 0.22% among 360,000. AID 651560;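 active = compounds that cut the enzyme signal by at least half of the control window in the single-dose screen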;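 also: plate controls were DMSO wells with enzyme plus substrate for no effect and substrate without enzyme for full effect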
Target sequence (P24666 whole entry, looked up): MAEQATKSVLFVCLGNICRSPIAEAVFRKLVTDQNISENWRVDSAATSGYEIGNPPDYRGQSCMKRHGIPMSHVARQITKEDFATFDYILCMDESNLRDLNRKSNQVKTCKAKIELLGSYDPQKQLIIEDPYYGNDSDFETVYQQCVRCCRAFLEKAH
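Assay system: LMPTP-A enzyme. Input: 0.625 nM LMPTP-A final. Probe or stimulus: 400 µM OMFP. Compound dosing: single 20 µM dose. Schedule: 50 min dark incubation at room temperature. Detection: fluorescence intensity of OMFP turnover product. Read-out: percent inhibition versus substrate-only and uninhibited controls. Benchmarks: no-enzyme low control, uninhibited high control.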
Rpn11 block = blocks the human proteasome subunit Rpn11 | hit rate 0.59% among 360,000 | O00487 | calls only at 20 µM | AID 588493 | human 26S proteasome, Ub4-pepOG fluorescence polarization; 20S core pre-blocked with epoxomicin;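 active = inhibition at 20 µM, scaled to each plate's controls, above about 33%, limit read from the data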
Target sequence (O00487 whole entry, looked up): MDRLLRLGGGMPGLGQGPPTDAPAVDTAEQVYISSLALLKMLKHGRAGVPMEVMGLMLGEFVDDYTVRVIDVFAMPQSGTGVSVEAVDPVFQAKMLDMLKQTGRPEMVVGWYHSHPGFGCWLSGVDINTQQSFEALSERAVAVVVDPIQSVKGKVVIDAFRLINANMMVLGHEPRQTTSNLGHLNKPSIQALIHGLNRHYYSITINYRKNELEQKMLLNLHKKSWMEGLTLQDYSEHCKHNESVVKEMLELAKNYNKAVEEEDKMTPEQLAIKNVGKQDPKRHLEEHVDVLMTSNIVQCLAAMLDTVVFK
CSN deneddyl inh = blocks human CSN-mediated cullin deneddylation; Purified CSN, SCF-Nedd8-OG deneddylation, fluorescence polarization; Q92905; hit rate 0.38% among 360,000; inhibition, % at 12.5 µM;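 active = pattern-corrected inhibition above about 35%, with an unprinted fluorescence ratio check between 0.5 and 1.5, limit read from the data, passing the limit was not always enough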;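 also: 0% = enzyme with substrate and 100% = substrate without enzyme; some results filed as inactive read as strong as hits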
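Test system: purified human Csn5 enzyme expressed in HEK293T cells. Amount: 0.24 nM enzyme. Reagent: SCFSkp2-Nedd8OG substrate at 10 nM final. Schedule: 90 min incubation of compound, enzyme and substrate at room temperature. Detection: fluorescence polarization. Read-out: % inhibition of substrate cleavage by Csn5.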
STEP block = blocks human striatal-enriched tyrosine phosphatase. P54829. inhibition, % at 20 µM. recombinant STEP, OMFP fluorogenic substrate, fluorescence. hit rate 0.25% among 360,000;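 active = inhibition at 20 µM, scaled per plate between control wells, above about 37%, limit read from the data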;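 also: 0% = DMSO with enzyme and substrate and 100% = substrate only without enzyme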
Target sequence (P54829 whole entry, looked up): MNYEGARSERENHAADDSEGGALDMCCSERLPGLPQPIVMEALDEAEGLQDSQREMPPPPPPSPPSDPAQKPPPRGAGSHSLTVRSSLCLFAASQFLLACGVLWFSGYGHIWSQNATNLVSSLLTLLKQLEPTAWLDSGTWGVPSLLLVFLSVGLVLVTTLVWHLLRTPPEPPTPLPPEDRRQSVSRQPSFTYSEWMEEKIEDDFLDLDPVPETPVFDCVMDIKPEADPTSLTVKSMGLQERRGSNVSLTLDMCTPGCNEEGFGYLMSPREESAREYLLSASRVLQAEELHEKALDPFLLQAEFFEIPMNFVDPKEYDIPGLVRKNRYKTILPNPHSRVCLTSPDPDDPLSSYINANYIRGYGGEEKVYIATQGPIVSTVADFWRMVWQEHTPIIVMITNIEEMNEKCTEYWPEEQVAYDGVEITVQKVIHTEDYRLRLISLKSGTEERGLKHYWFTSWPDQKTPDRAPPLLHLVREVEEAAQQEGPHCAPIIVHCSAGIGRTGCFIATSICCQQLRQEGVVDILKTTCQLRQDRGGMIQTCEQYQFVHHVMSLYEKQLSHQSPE
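System: STEP (striatal-enriched tyrosine phosphatase) enzyme, cell-free; medium: Bis-Tris pH 6.0 buffer with DTT, detergent; dosing: 20 µM, 1% DMSO; times: reaction 20 min, ambient temperature; detection: fluorescence, 480/540 nm; read-out basis: normalized % inhibition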
Rin1 Abl inh = inhibitors of human Rin1-Abl protein interaction | hit rate 0.4% among 360,000 | P00519+Q13671 | inhibition, % at 7.35 µM | TR-FRET Rin1/Abl binding, biochemical; in the data active = inhibition above about 5%, passing the limit was not always enough
DNMT1 block = DNMT1 (human) enzyme inhibition; P26358; DNMT1 molecular beacon, Hinp1I cleavage, fluorescence; inhibition (reported as % activation of signal), % at 10 µM; hit rate 0.83% among 360,000; AID 588458; in the data active = inhibition above about 50%
Scp1 inh = inhibitors of human Scp-1 phosphatase. Q9GZU7. hit rate 0.88% among 340,000. Recombinant Scp1, phosphopeptide, malachite green phosphate absorbance. AID 493091. inhibition, % at 20 µM;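 active = inhibition above about 50% at 20 µM, limit read from the data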;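 also: plate controls were DMSO wells with enzyme for no effect and wells lacking enzyme for full effect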
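Test system – truncated SCP-1 phosphatase (76-261aa) · Reagent – Phosphorylated 17-residue peptide substrate · Incubation – 45 min room-temperature reaction, 5 min colour, 30 min stabiliser · Detection – colorimetric phosphate reagent with accelerator and stabiliser, absorbance at 630 nm · Measure – % inhibition at 20 µM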
Active calls of the source: *; i = inactive; . = not tested or not shown.

SMILES	SUMO1-SIM PPI	Neddylation inh	NadD inh	LMPTP block	Rpn11 block	CSN deneddyl inh	STEP block	Rin1 Abl inh	DNMT1 block	Scp1 inh
COCCN1C(=O)CN(S(C)(=O)=O)CC1(C)C(=O)NCc1ccccc1 (stereo not drawn)	0	i	.	-1.2	.	-1	.	.	.	.
Cn1cnc2c(cnn2-c2ccccc2)c1=O	3	i	-3	-0.8	i	-1	1	-1	-1	1
Cc1ccc(N(CC(=O)NC2CCCCC2)C(=O)CNC(=O)c2ccco2)cc1F	1	i	-12	0.0	i	1	-1	-2	0	-1
Cc1ccc(NC(=O)Cn2c(C)csc2=O)cc1	-1	i	-3	-0.6	i	-5	-1	-2	0	-3
O=C(C1CCC(=O)N(C2CCCC2)C1)N1CCN(c2ccc(Cl)cc2)CC1 (stereo not drawn)	4	i	0	-1.3	i	1	0	-2	-4	-8
CN(C(=O)COc1ccc(S(=O)(=O)N2CCOCC2)cc1[N+](=O)[O-])C1CCS(=O)(=O)C1 (stereo not drawn)	-16	i	-2	0.9	i	1	4	-4	7	-2
O=C(O)c1ccc2c(c1Nc1ccccc1)C(=O)c1ccccc1C2=O	8	i	-8	5.5	i	0	5	-2	-3	-10
Cc1cc(C)cc(OCC(=O)NNC(=O)CCN2C(=O)c3ccccc3C2=O)c1	-2	i	-1	-0.9	i	4	3	-1	-2	3
CCC(=O)Nc1ccc(Nc2nc(C)c([N+](=O)[O-])c(Nc3ccc(NC(=O)CC)cc3)n2)cc1	-18	i	-2	1.9	i	-9	1	-3	-34	-9
Cc1ccc(Nc2nnc(SCC(=O)c3cc4ccccc4o3)s2)cc1C	-4	i	14	2.6	i	1	4	-3	0	-5
Cc1ccc(CN(Cc2ccco2)S(=O)(=O)c2ccc(S(=O)(=O)NCC3CCCO3)cc2)cc1 (stereo not drawn)	0	i	8	1.2	i	-13	-5	-4	-7	-12
OCCC1CN(Cc2ccon2)CCN1Cc1ccc(F)c(F)c1 (stereo not drawn)	2	i	-2	-0.7	i	-3	2	-2	0	-2
CN1C(=O)c2ccc(NC(=S)NC(=O)C(C)(C)C)cc2C1=O	-17	i	-6	-0.7	i	-10	1	-3	3	-5
COC(=O)c1ccc(NC(=S)Nc2ccccn2)cc1	-1	i	-5	-1.5	i	0	-4	0	1	14
CCOC(=O)C1(C)CCN1C(=O)c1cc(C)n(C(C)(C)C)n1 (stereo not drawn)	5	i	-6	0.0	i	1	-4	-3	4	.
Cc1nnc(SCCN2CCOCC2)n1C	5	i	0	-1.8	i	2	2	2	-6	-10
O=S(=O)(c1ccccc1Cl)N1CCC(O)(c2ccc3c(c2)OCO3)CC1	18	i	-3	1.4	i	0	2	0	6	-3
C=CCNC(=O)NC(=O)COC(=O)COc1ccc(Br)cc1F	0	i	-4	-0.9	i	1	1	3	2	-7
CSCCC(NS(=O)(=O)c1ccccc1F)C(=O)NNC(=O)c1csc(N2CCOCC2)n1 (stereo not drawn)	0	i	4	-0.4	i	-7	2	1	-1	-5
CC1CCN(C(=O)Cn2cc3c(n2)CCCC3)CC1	-5	i	-1	-0.9	i	-1	1	2	0	-8
CCN(CCCNC(=O)CN1C(=O)COc2ccccc21)c1cccc(C)c1	-2	i	2	-0.6	i	5	-1	5	-1	-3
CCOC(=O)c1cccc(-n2cccc2/C=C2\NC(=O)N(CC(=O)O)C2=O)c1	-16	i	-1	0.4	i	1	0	1	0	-3
O=C(O)c1nn(-c2cccc(C(F)(F)F)c2)ccc1=O	-1	i	-7	-2.2	i	5	0	4	0	-4
O=C(CSc1nncn1-c1ccccc1)Nc1ccccc1	-1	i	1	-0.6	i	-1	-2	-3	2	8
CC(=O)/C(C(=N)N1CCN(Cc2ccccc2)CC1)=C(\C)O	-2	i	-4	-3.8	i	0	0	2	0	20
CC(C)OCC(O)Cn1c(N2CCCC2)nc2c1c(=O)n(C)c(=O)n2C (stereo not drawn)	3	i	-7	-0.4	i	0	1	1	2	-10
CCOC(=O)c1c(C)sc2c1N(C(=O)CN(CC)CC)c1cc(Cl)ccc1S2	-1	i	-2	0.0	i	2	0	-3	-1	26
Cc1ccccc1C(=O)Nc1ccc2c(c1)CCCN2C(=O)c1cccs1	2	i	-6	0.4	i	-4	-1	1	0	-18
CCn1c(SCC(=O)N2CCCC2)nnc1-c1ccc(N)cc1	0	i	4	-1.8	i	0	-2	-3	-6	-4
COc1cc(C2c3c(n[nH]c3C)C(=O)N2c2ccc(Br)cc2)ccc1O (stereo not drawn)	2	i	-1	-1.5	i	-5	3	-2	1	-6
CCOC(=O)C(c1ccccc1)C(Nc1ccccc1)c1ccccn1 (stereo not drawn)	-2	i	-1	0.5	i	-4	0	-1	-1	-16
CC(C)O/C(=N\S(=O)(=O)c1ccc(Cl)cc1)c1ccccc1	0	i	6	-1.4	i	-3	-2	-3	-2	-15
Cc1ccc(N(C(=O)CCC(=O)Nc2cc(C)on2)C(C(=O)NC2CCCC2)c2ccccc2)cc1 (stereo not drawn)	3	i	-5	-0.9	i	4	-3	-5	3	-4
Cc1cc(C)n(-c2ccc(NC(=O)C3CCN(Cc4cc(C)c(C)o4)CC3)cc2)n1	0	i	0	-0.4	i	4	-4	2	-5	-5
CC(C)NC(=O)C1(C)CCCN1C(=O)c1ccc2c(c1)C(C)(C)CCC2(C)C (stereo not drawn)	3	i	0	0.2	i	1	-1	0	2	.
O=C(Nc1ccccc1F)c1ccc(S(=O)(=O)N2CCCCCC2)cc1	3	i	-3	0.7	i	1	2	2	0	1
Cc1ccccc1CNS(=O)(=O)c1c(C)[nH]c(C)c1C(=O)N1CCCCC1	13	i	6	10	i	2	0	0	-3	-2
Cn1ncc(Br)c1C(=O)Nc1c(F)c(F)cc(F)c1F	1	i	2	0.2	i	-3	3	-1	3	-1
CCCOc1ccccc1C(=O)N(Cc1cccc(Br)c1)C1CCS(=O)(=O)C1 (stereo not drawn)	4	i	5	0.9	i	-5	1	4	-2	-11
COc1ccc(-c2sc3ccc(N4CCOCC4)cc3c2-c2ccc(OC)c(F)c2)cc1	-8	i	23	2.5	i	-4	0	2	-5	0
CCOC(=O)C1CCN(C(=O)COC(=O)c2ccccc2OCC)CC1	1	i	1	-1.0	i	2	1	0	1	5
COCc1nnc(NC(=O)c2ccc(OC)cc2OC)s1	-7	i	-3	1.9	i	4	2	0	2	-15
O=C(O)c1cc(O)c2c(c1)[C@@H]([C@H]1c3cc(C(=O)O)cc(O)c3C(=O)c3c(O[C@@H]4O[C@H](CO)[C@@H](O)[C@H](O)[C@H]4O)cccc31)c1cccc(OC3O[C@H](CO)[C@@H](O)[C@H](O)[C@H]3O)c1C2=O (stereo partly drawn)	119*	i	30	92*	i	45	98*	8	98*	92*
COc1ccc(CC(=O)Nc2nccs2)cc1S(=O)(=O)N1CCOCC1	-2	i	5	-0.3	i	2	-1	0	0	0
CCOc1cc(OCC)c(C(C)=O)cc1OCC	-1	i	1	-0.6	i	2	-2	3	1	-6
Cc1ccc(-n2nc3c(=O)n(CCCC(=O)NCc4ccc(Cl)cc4)nc(C)c3c2C)cc1	9	i	2	0.4	i	5	2	2	-2	-4
Clc1ccc2nnc(Cl)n2n1	-1	i	1	-0.3	i	-7	-1	9	-1	-2
Cc1ccc(NC(=O)C2CCN(S(=O)(=O)c3cnc[nH]3)CC2)cc1C	0	i	-2	-1.3	i	-5	-6	2	6	3
COC(=O)c1ccc(C(=O)OC)c(NC(=O)C2CC(=O)N(C3CCCC3)C2)c1 (stereo not drawn)	-2	i	6	-0.4	i	0	-3	2	-2	0
Cn1c(CCC(=O)OCC(=O)Nc2ccc(Oc3ccccc3)cc2)nc(=O)c2ccccc21	1	i	-1	-1.0	i	3	0	1	-6	3
COc1cc(/C=C2/C(=O)N(c3ccc(C)c(C)c3)N=C2C)cc([N+](=O)[O-])c1O	14	i	-4	0.2	i	2	3	0	1	1
CSC(=NC#N)N1CCN(C(c2ccccc2)c2ccccc2)CC1	3	i	-6	-1.3	i	-3	4	1	0	-13
CCOC(=O)CCc1c(C)nc(SCc2ccc(C(=O)O)cc2)c(C#N)c1C	6	i	-4	-1.1	i	-3	0	-2	2	-2
O=C(c1cccnc1)N1CCC2CC1c1c(Cl)cccc12 (stereo not drawn)	0	i	-1	-1.2	i	1	3	3	3	.
CCCc1cc(=O)oc2c3c(cc(OCC(=O)N4CCC[C@H]4C(=O)O)c12)OC(C)(C)CC3	0	.	3	-1.4	i	4	1	0	2	1
NC(c1ccccc1)c1csc(NC(=O)Nc2cccc(C(F)(F)F)c2)n1 (stereo not drawn)	-28	i	4	-1.3	i	3	2	2	-23	.
COc1cccc(/C=N/NC(=O)c2ccncc2)c1OC(=O)c1ccc(Br)cc1	5	i	-4	0.3	i	-13	-1	-2	-1	-8
COc1ccccc1NC(=O)COC(=O)CCS(=O)(=O)c1ccc(C)cc1	-1	i	-5	0.2	i	2	-2	2	0	-5
Cc1nn(C(=O)c2ccc([N+](=O)[O-])cc2)c(C)c1Br	-38	i	2	-0.2	i	1	4	-3	1	-5
CCCC/C(O)=C1\C(=O)CC(C)(C)CC1=Nc1ccc(OC)cc1	-2	i	-4	0.7	i	6	-2	-2	-6	-3
CNC(=O)c1cc2cc(OC)ccc2oc1=O	-24	.	9	-1.0	i	2	0	-2	-1	5
CCC1CN(S(=O)(=O)c2cc(-c3cc(C)no3)ccc2OC)c2cc(C)ccc2O1 (stereo not drawn)	4	i	-4	4.8	i	-5	3	2	0	-5

Exported field by field: part of the list above
COc1cc(/C=C2/C(=O)N(c3ccc(C)c(C)c3)N=C2C)cc([N+](=O)[O-])c1O
  SUMO1-SIM PPI = 14
  Neddylation inh = i
  NadD inh = -4
  LMPTP block = 0.2
  Rpn11 block = i
  CSN deneddyl inh = 2
  STEP block = 3
  Rin1 Abl inh = 0
  DNMT1 block = 1
  Scp1 inh = 1
Cn1c(CCC(=O)OCC(=O)Nc2ccc(Oc3ccccc3)cc2)nc(=O)c2ccccc21
  SUMO1-SIM PPI = 1
  Neddylation inh = i
  NadD inh = -1
  LMPTP block = -1.0
  Rpn11 block = i
  CSN deneddyl inh = 3
  STEP block = 0
  Rin1 Abl inh = 1
  DNMT1 block = -6
  Scp1 inh = 3
Clc1ccc2nnc(Cl)n2n1
  SUMO1-SIM PPI = -1
  Neddylation inh = i
  NadD inh = 1
  LMPTP block = -0.3
  Rpn11 block = i
  CSN deneddyl inh = -7
  STEP block = -1
  Rin1 Abl inh = 9
  DNMT1 block = -1
  Scp1 inh = -2
Cc1ccc(-n2nc3c(=O)n(CCCC(=O)NCc4ccc(Cl)cc4)nc(C)c3c2C)cc1
  SUMO1-SIM PPI = 9
  Neddylation inh = i
  NadD inh = 2
  LMPTP block = 0.4
  Rpn11 block = i
  CSN deneddyl inh = 5
  STEP block = 2
  Rin1 Abl inh = 2
  DNMT1 block = -2
  Scp1 inh = -4
